Compound activity (PubChem)
TexasRed fluor – alters Texas Red total fluorescence, flagging assay interference; TRb/SRC2 Texas Red total fluorescence interference; AID 1479; Potency, µM (highest dose often 106 µM), for the others: top-dose fluorescence change, negative = quenching; 280,000 compounds, 0.29% hits; active = well fitted curve in either direction with a large enough effect; inconclusive = small, poorly fitted or top-dose-only effect; note: potency is the fitted concentration of half-maximal effect; % is set by controls: 0 for no effect and ±100 for the full control effect
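Human TRb ligand-binding domain at 0.6 uM with 20 nM Texas Red SRC2 peptide in Tris buffer containing 1 uM T3 and 5% DMSO, incubated with compound 5 h at ambient temperature. Total fluorescence (555/632 nm) calculated as parallel + 2 × perpendicular.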
NPSR antagonist – antagonists of human neuropeptide S receptor cAMP signaling. Q6W5P4. CHO-NPSR cells, cAMP TR-FRET, antagonist mode. Potency, µM (highest dose often 38.3 µM), inactives show at the highest dose activity change, negative = inhibition, actives largely listed as inhibitors. 220,000 compounds, 1% hits; note: potency is the fitted concentration of half-maximal effect; % is set by controls: 0 for no effect and ±100 for the full control effect; nearly all actives have a fitted effect of over 50% in size; many of its hits are not listed in these tables
Target sequence (Q6W5P4 whole entry, looked up): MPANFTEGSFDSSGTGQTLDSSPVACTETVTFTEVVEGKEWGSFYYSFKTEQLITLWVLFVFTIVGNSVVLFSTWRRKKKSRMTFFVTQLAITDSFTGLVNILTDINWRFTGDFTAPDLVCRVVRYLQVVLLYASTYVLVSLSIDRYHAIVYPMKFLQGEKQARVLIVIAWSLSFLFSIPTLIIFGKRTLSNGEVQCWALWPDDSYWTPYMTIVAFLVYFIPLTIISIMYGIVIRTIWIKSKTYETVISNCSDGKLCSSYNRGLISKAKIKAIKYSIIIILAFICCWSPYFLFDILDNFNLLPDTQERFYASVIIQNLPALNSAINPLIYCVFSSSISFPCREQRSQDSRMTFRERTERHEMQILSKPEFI
Tau FP inhib – inhibitors of human tau fibril formation; K18 P301L tau heparin fibrillization, Alexa594 FP, 6 h; 280,000 compounds, 0.39% hits; Potency, µM (top dose mostly 57.7 µM), for inactives: at the top dose activity, negative = inhibition, actives largely listed as inhibitors; P10636; AID 1468; note: potency is the fitted concentration of half-maximal effect; % is set by controls: 0 for no effect and ±100 for the full control effect; nearly all actives have a fitted effect of over 55% in size
Target sequence (P10636 561-689 P618L limits assumed): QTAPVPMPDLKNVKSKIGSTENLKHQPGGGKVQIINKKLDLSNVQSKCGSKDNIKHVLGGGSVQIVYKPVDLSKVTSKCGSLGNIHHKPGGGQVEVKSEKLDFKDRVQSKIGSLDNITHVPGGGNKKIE
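Steps: dispense K18 P301L tau (15 uM plus 0.24 uM Alexa 594 tracer, final) in pH 7 sodium acetate; add compound; add heparin (20 uM final); incubate 6 hr, 37 C; add ThT (30 uM final); after 1 hr ambient, read FP.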
Epigenetic derep – epigenetic control regulation, reporter derepression | murine LDR cells, GFP reporter derepression, 30 h | Potency, µM (doses to about 53.9 µM), inactives show at the top dose GFP activation, usual class: activators | 280,000 compounds, 0.2% hits; note: potency is the fitted concentration of half-maximal effect; % of control where 0% means no effect; nearly all actives have a fitted effect of over 60% in size
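Murine LDR cells bearing a silenced CMV-driven GFP reporter were exposed to compound for 30 h at 37 C. After PBS washes, GFP-positive cells (20-120 um objects) counted by laser-scanning microplate cytometry.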
TRb SRC2 PPI – inhibitors of human thyroid hormone receptor beta-SRC2 interaction; 280,000 compounds, 0.065% hits; Potency, µM (titrated, usually from 106 µM), for inactives: top-dose activity change, negative = inhibition, usual class: inhibitors; TRbeta-SRC2 peptide binding, fluorescence polarization; receptor liganded with 1 µM T3;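 note: potency is the fitted concentration of half-maximal effect; plate controls were bound peptide for no effect and peptide without receptor for full effect; nearly all actives have a fitted effect of over 50% in size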
Target sequence (P10828 whole entry, looked up): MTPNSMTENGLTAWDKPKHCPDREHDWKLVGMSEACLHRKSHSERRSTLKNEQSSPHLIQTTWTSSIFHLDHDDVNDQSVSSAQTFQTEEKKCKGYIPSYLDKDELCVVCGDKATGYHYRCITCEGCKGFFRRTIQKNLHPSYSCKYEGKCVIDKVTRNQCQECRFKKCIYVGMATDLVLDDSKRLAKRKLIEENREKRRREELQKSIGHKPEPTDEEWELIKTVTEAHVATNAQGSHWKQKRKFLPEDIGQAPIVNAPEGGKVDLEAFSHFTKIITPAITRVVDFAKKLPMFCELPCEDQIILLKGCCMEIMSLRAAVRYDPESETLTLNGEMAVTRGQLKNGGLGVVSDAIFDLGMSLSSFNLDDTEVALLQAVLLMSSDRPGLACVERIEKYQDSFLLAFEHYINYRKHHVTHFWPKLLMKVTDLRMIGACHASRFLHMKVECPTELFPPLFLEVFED
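Compounds were added to 0.6 uM TRb ligand-binding domain and 20 nM Texas Red-labeled SRC2 peptide in Tris buffer containing 1 uM T3, incubated 5 hr at ambient temperature, then read by fluorescence polarization.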
GLA spleen mod – alpha-galactosidase A (human) modulation. P06280. human spleen homogenate, 4MU-alpha-Gal fluorescence, 40 min. Potency, µM (doses to about 80 µM), inactives show top-dose activity change, negative = inhibition, actives largely listed as inhibitors. 240,000 compounds, 0.008% hits. AID 2107;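 note: potency is the fitted concentration of half-maximal effect; 0% = enzyme with vehicle and -100% = no enzyme basal signal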
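Spleen homogenate 1 ug + cpd (titration) + 4-MU-alpha-D-galactopyranoside 1 mM; 37C 40 min; 50 mM citrate/phosphate pH 5.0, 0.01% Tween-20; stop pH 10; fluorescence 365/440; AC50 via Hill.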
Tau fluor counter – counter-screen for tau fibril formation inhibitors. tau K18 P301L Alexa594 fluorescence, heparin fibrillization. Potency, µM (titrated, usually from 57.7 µM), without a hit: top-dose activity change, negative = decrease. 280,000 compounds, 0.93% hits. AID 1463; note: potency is the fitted concentration of half-maximal effect; % is set by controls: 0 for no effect and ±100 for the full control effect; nearly all actives have a fitted effect of over 55% in size
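Human tau K18 P301L (15 uM unlabeled, 0.24 uM Alexa 594-labeled) in 100 mM sodium acetate pH 7 with 20 uM heparin, 6 hr at 37 C. ThT 30 uM added, 1 hr ambient; Alexa 594 FP and total fluorescence read at 555/632 nm.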
CBFb-RUNX1 inh – inhibitors of human CBF-beta and RUNX1 interaction; Q01196+Q13951; AID 1477; 230,000 tested, under 10 active; Potency, µM (highest dose often 59.8 µM), for inactives: at the highest dose activity, negative = inhibition, most hits filed as inhibitors; AlphaScreen CBFb-His/RUNX1-biotin binding, biochemical; note: % of control where 0% means no effect
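AlphaScreen proximity signal reports loss of binding between His-tagged CBF-beta and biotin-labelled RUNX1, each at 30 nM. Proteins are pre-associated for 20 minutes, compounds added for 15 minutes, then beads for 90 minutes, all at ambient temperature.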
Starred values were filed as active, the others as inactive; u = inconclusive; x = not tested or not shown; [ ] = another dose, or the depositor's remark. Unless noted, calls come from the whole dose curve; as a rule, active = well fitted curve in the direction sought with a large enough effect; inconclusive = small, poorly fitted or top-dose-only effect, or another doubt; inactive = no such curve, though single readings can be large; an effect the other way counts as inactive or inconclusive.

SMILES,TexasRed fluor,NPSR antagonist,Tau FP inhib,Epigenetic derep,TRb SRC2 PPI,GLA spleen mod,Tau fluor counter,CBFb-RUNX1 inh
CCOCCNC(=O)c1ccccc1C(=O)NCCOCC,-2%,7%[46.1 µM],2%,-0.7%,-1%,-5%,4%,-1%
Cn1c(=O)c2sccc2n2c(CCCC(=O)Nc3ccc(Cl)cc3)nnc12,0%,x,-1%,-1.1%,-1%,x,9%,x
CCCNC(=O)N1CCC(C(=O)c2ccc(F)cc2)CC1,-1%,0%[46.1 µM],2%,0.0%,-4%,-21%,4%,-3%
Cc1ccccc1S(=O)(=O)Cc1ccc(C(=O)N2CCN(c3ncccn3)CC2)o1,0%,-16%[46.1 µM],1%,0.0%,6%,14%,-13%,2%
COc1cccc(C2CC(C(F)(F)F)n3nc(C(=O)NCc4cccnc4)cc3N2)c1 (stereo not given),-2%,-9%[46.1 µM],6%,-0.4%,0%,4%,-5%,2%
CN(c1ccc(C(=O)NCc2ccco2)cc1)S(C)(=O)=O,-5%,3%[46.1 µM],10%,0.9%,3%,-6%,12%,12%
COc1ccc(CNC(=O)c2cccnc2Sc2ccc(C)c(C)c2)cc1,-1%,-20%,0%,1.0%,-1%,3%,-2%,-10%
Cc1ccc(C)c(S(=O)(=O)NCCCN2CCOCC2)c1,-1%,14%,5%,-0.5%,-11%,-1%,13%,5%
CC(C)(C)SCCNC(=O)CN(c1ccc(F)cc1)S(=O)(=O)c1ccccc1,2%,16%,-5%,1.1%,4%,3%,-10%,6%
Cc1cc(C(=O)CSc2nc3ccccc3n2CCC#N)c(C)n1Cc1cccs1,-3%,-18%[46.1 µM],-4%,0.9%,-7%,6%,-13%,-16%
Cc1sc2nc(SCC(=O)NCc3ccco3)[nH]c(=O)c2c1C,1%,23%[46.1 µM],4%,1.3%,-4%,9%,7%,28%
Cc1cccc(OCC(O)Cn2c(NCc3cccnc3)nc3c2c(=O)[nH]c(=O)n3C)c1 (stereo not given),-1%,u,1%,-3.2%,-8%,-2%,-8%,-5%
OC1CCCC1,-2%,x,x,x,5%,12%,x,15%[21.7 µM]
CO[C@H]1[C@@H](OC(N)=O)[C@H](O)[C@@H](Oc2ccc3c(O)c(NC(=O)c4ccc(O)c(CC=C(C)C)c4)c(=O)oc3c2C)OC1(C)C,-1%[53 µM],x,x,-0.3%[16.9 µM],3%[53 µM],-4%[29.1 µM],x,0%[21.7 µM]
COc1cc(C2CC(=O)c3cnc(N4CCN(Cc5ccccc5)CC4)nc3C2)cc(OC)c1OC (stereo not given),-1%,-7%[46.1 µM],u,-1.8%,-1%,-4%,-4%,3%
Cn1c(=O)c2c(nc(SCC(=O)N3CCc4ccccc4C3)n2C)n(C)c1=O,3%,6%[46.1 µM],-6%,2.9%,-8%,9%,-4%,7%
N#CC1=C2SCC(O)(c3ccccc3)N2C(=O)CC1c1ccccc1 (stereo not given),0%,5%[7.67 µM],6%,0.6%,-5%,1%,-22%,-14%
CCNC(=S)N/N=C/c1c(C)nn(-c2cccc(Cl)c2)c1Cl,-1%,-24%,-8%,0.0%,6%,6%,-2%,6%
CC1(C)C(=O)C=C[C@@]2(C)C1C=C[C@@]1(C)C2CC[C@@]2(C)C(c3ccoc3)OC(=O)C3OC312 (stereo not given in full),1%,x,u,6.7%,-6%,7%,-17%,2%
COCC(=O)Nc1nc2n(n1)C(c1ccc(Cl)cc1)CC(c1ccc(OC)cc1)N2 (stereo not given),2%,6%[46.1 µM],-13%,0.8%,-2%,7%,-8%,-8%
CC1CC(C)CN(c2ccc(C(=O)OCC(=O)NC3CCCc4ccccc43)cc2[N+](=O)[O-])C1 (stereo not given),0%,1%[46.1 µM],-5%,-1.0%,4%,8%,-16%,-5%
CCOc1ccc(CC(=O)NC2CC(=O)N(c3ccc(C)c(C)c3)C2)cc1 (stereo not given),-2%,x,-12%,1.0%,1%,x,5%,x
COc1ccc(C2C3=C(Nc4ncnn42)c2ccccc2CCC3)cc1 (stereo not given),0%,-11%[46.1 µM],0%,-3.9%,8%,-10%,-8%,2%
CCn1c(SCC(=O)Nc2ccccc2C(=O)OC)nc2c1c(=O)n(C)c(=O)n2C,1%,-2%[46.1 µM],2%,-1.3%,8%,7%,5%,-1%
O=c1[nH]c2ccc(F)cc2[nH]c1=O,-3%,3%,2%,1.1%,1%,5%,1%,4%
COc1cc(Nc2nc(SCC(=O)c3ccc(Br)cc3)nc3ccccc23)cc(OC)c1,-2%,x,u,1.3%,8%,x,u,x
O=c1nc(SCc2ccc(Cl)cc2)nc(-c2ccccc2)[nH]1,-1%,34%,-8%,-1.0%,-2%,-5%,-18%,4%
CCn1c(SCC(=O)Nc2ccccc2)nnc1-c1ccc(S(=O)(=O)N2CCOCC2)cc1,-1%,12%[46.1 µM],-6%,-3.2%,-17%,-8%,-5%,3%
Cc1cc(/C=N/NC(=O)c2ccncc2)c(C)n1-c1cccc(C(F)(F)F)c1,-1%,-23%,4%,-2.4%,-6%,4%,-23%,-8%
CCOC(=O)c1c(C)oc2c1c(C=NCCC(=O)O)c(O)c1ccccc12,-5%,-17%,6%,-1.5%,-10%,7%,3%,-5%

3 entries already listed, arranged by formula weight, lowest first.
SMILES,TexasRed fluor,NPSR antagonist,Tau FP inhib,Epigenetic derep,TRb SRC2 PPI,GLA spleen mod,Tau fluor counter,CBFb-RUNX1 inh
OC1CCCC1,-2%,x,x,x,5%,12%,x,15%[21.7 µM]
CCNC(=S)N/N=C/c1c(C)nn(-c2cccc(Cl)c2)c1Cl,-1%,-24%,-8%,0.0%,6%,6%,-2%,6%
CCOc1ccc(CC(=O)NC2CC(=O)N(c3ccc(C)c(C)c3)C2)cc1 (stereo not given),-2%,x,-12%,1.0%,1%,x,5%,x

The list goes on.
SMILES,TexasRed fluor,NPSR antagonist,Tau FP inhib,Epigenetic derep,TRb SRC2 PPI,GLA spleen mod,Tau fluor counter,CBFb-RUNX1 inh
CCN(CC)C(=O)Oc1ccc(Br)c2ccccc12,-1%,-15%,5%,2.6%,1%,5%,2%,25%
O=c1c2ccccc2sn1-c1ccccc1,-2%,u,u,-1.0%,-11%,-1%,-30%,-1%
COc1cc2c(cc1OC)C(COc1ccc(C(C)C)cc1)N(C(=O)COc1ccccc1)CC2 (stereo not given),-1%,x,3%,1.6%,4%,x,-4%,x
NS(=O)(=O)c1ccc(NC(=O)Cc2c(F)cccc2Cl)cc1,0%,-5%,-4%,1.1%,11%,3%,4%,1%
NC(=O)C1CCN(c2cc(N3CCOCC3)ccc2[N+](=O)[O-])CC1,-4%,1%,2%,-2.0%,4%,0%,-7%,8%
Cn1c(NC(=O)COc2ccccc2)cc(=O)n(C)c1=O,1%,-5%[46.1 µM],0%,-1.1%,-1%,0%,-4%,6%
N#CCC(=O)Nn1c(=S)[nH]c2ccccc2c1=O,-2%,9%,-17%,1.2%,3%,-11%,-12%,-6%
C/C(CC(=O)Nc1ccccc1)=N\NC(=O)COc1ccc(C)cc1Br,-2%,-6%,0%,-0.2%,6%,-2%,-13%,-18%
CC1=C(/C=C/C(C)=C/C=C/C(C)=C/C=C/C=C(C)/C=C/C=C(C)/C=C/C(=O)[C@]2(C)CC(O)CC2(C)C)C(C)(C)CC(O)C1 (stereo not given in full),-1%,x,-4%,-0.5%,-2%,3%,-11%,-2%
Cc1ccc(SC(C)c2nc(-c3ccncc3)no2)cc1 (stereo not given),-3%,-14%[46.1 µM],9%,-0.8%,-19%,3%,-9%,15%
Cc1nc(/N=C\N(C)C)sc1C(=O)Nc1ccccc1,1%,-12%[46.1 µM],-5%,1.7%,6%,1%,-2%,14%
CCC(=O)N1c2ccccc2CC1C(=O)N1CCN(c2ccccc2F)CC1 (stereo not given),1%,x,7%,-4.1%,3%,x,9%,x
O=c1c2[nH]c3ccc(F)cc3c2ncn1CCC1=CCCCC1,1%,1%,-5%,2.8%,-5%,-12%,4%,0%
CC(C)c1ccc(NS(=O)(=O)c2ccc3[nH]cc(C(=O)NC4CCCC4)c(=O)c3c2)cc1,-1%,x,11µM*,-1.6%,5%,x,u,x
CCn1c(=O)n(CC)c2cc(N3CCCCC3)c(NC(=O)Nc3cc(Cl)ccc3OC)cc21,-26%,x,u,0.0%,8%,x,-20%,x
CC(N)=NCCC[C@H](N)C(=O)O,-1%,x,6%,-0.3%,-1%,2%,1%,-7%[21.7 µM]
CCOc1ccc(S(=O)(=O)N2CCN(c3ccccc3)CC2)c2cccnc12,-11%,-21%[46.1 µM],8%,0.0%,-3%,-9%,-8%,-1%
O=C(O)CCC(=O)Nc1cccc2cccnc12,-3%,1%,4%,0.0%,-7%,-4%,-7%,4%
CCOc1ccccc1C(=O)Nc1cc(Cl)ccc1O,-3%,-27%[46.1 µM],u,2.0%,10%,-1%,18µM*[quencher],14%
CCOC(=O)CON1C(=O)c2ccccc2C1=O,-4%,-2%[46.1 µM],2%,0.0%,0%,3%,-3%,4%
CCOC(=O)C(NC(C)=O)(Nc1ccc(S(N)(=O)=O)cc1)C(F)(F)F (stereo not given),-5%,21%,-7%,-3.0%,4%,8%,-8%,-18%
CCC(=O)NC[C@H](Cc1ccc(OCCc2nc(-c3ccccc3)oc2C)cc1)N/C(C)=C\C(=O)c1ccc(C(F)(F)F)cc1,3%,x,x,x,3%,-2%,x,u
CCc1ccccc1NC1=NCC(=O)N1C1CCCCC1,-1%,6%[46.1 µM],-3%,0.7%,-6%,6%,-3%,7%
c1ccc(CNc2c3c(nc4ncnn24)CCCC3)nc1,-3%,-3%[46.1 µM],-7%,-2.2%,-8%,-8%,-1%,7%
COc1cccc(-n2c(-c3ccc(C)cc3)cc3c2CC(C)(C)CC3=O)c1,-10%,x,-5%,2.2%,0%,x,-12%,x

Not all compounds are listed, so the mix of outcomes need not match the whole.
